Source: PubChem
GSTO1 inh: counter-screen for RBBP9 inhibitors: inhibitors of human GSTO1; P78417; recombinant GSTO1, activity-based probe fluorescence polarization; inhibition, % at 5.96 µM; 300,000 compounds, 1.1% hits; AID 1974;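 active means inhibition above the campaign mean inhibition plus 3 SD, cut at about 35% in these data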;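 further: 0% = GSTO1-1 with DMSO and 100% = wells lacking GSTO1-1 enzyme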
Target sequence (P78417 whole entry, looked up): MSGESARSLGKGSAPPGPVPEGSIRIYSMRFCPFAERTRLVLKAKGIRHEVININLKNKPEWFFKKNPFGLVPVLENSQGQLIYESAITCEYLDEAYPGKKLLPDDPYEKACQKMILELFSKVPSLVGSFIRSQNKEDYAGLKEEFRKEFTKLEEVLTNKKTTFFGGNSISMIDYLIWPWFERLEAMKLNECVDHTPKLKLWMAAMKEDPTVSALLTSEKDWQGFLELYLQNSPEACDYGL
PAFAH1B2 FP inh: blocks human PAF acetylhydrolase 1b catalytic subunit 2. P68402. recombinant PAFAH1B2, FP-rhodamine activity probe, fluorescence polarization. inhibition, % at 3.39 µM. 340,000 compounds, 1.2% hits;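 active means inhibition above the mean of all tested compounds plus 3 SD, cut at about 24% in these data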;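 further: 0% = enzyme with DMSO and 100% = wells lacking PAFAH1B2; many of its hits are not listed in these tables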
PME-1 primary: PME-1 (human) inhibition. recombinant PME-1, FP-Rh probe fluorescence polarization. Q9Y570. 320,000 compounds, 0.53% hits. inhibition, % at 5.9 µM;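 active means inhibition above the campaign mean of all compounds plus 3 SD, cut at about 26% in these data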;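 further: competitive labeling of PME-1 active site by serine hydrolase directed probe; 0% = PME-1 with DMSO and 100% = wells lacking PME-1 enzyme; inhibitors block probe labeling so polarization falls and inhibition rises; many of its hits are not listed in these tables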
PAFAH2 inh: PAFAH2 (human) inhibition; Q99487; recombinant PAFAH2, FP-rhodamine activity probe, fluorescence polarization; inhibition, % at 3.39 µM; 340,000 compounds, 0.99% hits;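 active means inhibition above the mean over all tested compounds plus 3 SD, cut at about 30% in these data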;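 further: inhibitors block probe labeling of enzyme so polarization drops; 0% = enzyme with DMSO and 100% = wells lacking PAFAH2 protein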
pPAFAH FP inh: pPAFAH (human) enzyme inhibition; Q13093; AID 463082; recombinant pPAFAH, FP-rhodamine probe fluorescence polarization; inhibition, % at 3.39 µM; 330,000 compounds, 1.5% hits;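 active means inhibition above the mean inhibition across the screen plus 3 SD, cut at about 25% in these data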;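 further: inhibitors block binding of the rhodamine activity-based probe so polarization drops; 0% = enzyme with DMSO and 100% = wells lacking pPAFAH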
PAFAH1B3 inh: blocks human PAF acetylhydrolase 1B catalytic subunit 3; recombinant PAFAH1B3, FP-rhodamine probe, fluorescence polarization; inhibition, % at 3.39 µM; 340,000 compounds, 0.28% hits; Q15102;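 active means inhibition above the screen-wide average of all tested compounds plus 3 SD, cut at about 25% in these data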;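 further: 0% = enzyme with DMSO only and 100% = wells lacking PAFAH1B3 protein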
LYPLA2 inh: counter-screen for PME1 inhibitors: inhibitors of human LYPLA2 | O95372 | recombinant LYPLA2, FP-Rh probe fluorescence polarization | inhibition, % at 5.9 µM | 320,000 compounds, 0.38% hits | AID 2177;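 active means inhibition above the screen-wide mean plus 3 SD, limit set per campaign, cut at about 26% in these data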;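 further: 0% = LYPLA2 with DMSO and 100% = wells lacking LYPLA2 enzyme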
PAD4 FP inh: PAD4 (human) enzyme inhibition; Q9UM07; AID 485272; inhibition, % at 6.36 µM; recombinant PAD4, RCA probe fluorescence polarization; 330,000 compounds, 0.41% hits;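 active means percent inhibition above a cutoff equal to the mean of all tested compounds plus 3 SD, cut at about 15% in these data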;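 further: 0% = PAD4 with RCA probe and DMSO and 100% = probe without PAD4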
Target sequence (Q9UM07 whole entry, looked up): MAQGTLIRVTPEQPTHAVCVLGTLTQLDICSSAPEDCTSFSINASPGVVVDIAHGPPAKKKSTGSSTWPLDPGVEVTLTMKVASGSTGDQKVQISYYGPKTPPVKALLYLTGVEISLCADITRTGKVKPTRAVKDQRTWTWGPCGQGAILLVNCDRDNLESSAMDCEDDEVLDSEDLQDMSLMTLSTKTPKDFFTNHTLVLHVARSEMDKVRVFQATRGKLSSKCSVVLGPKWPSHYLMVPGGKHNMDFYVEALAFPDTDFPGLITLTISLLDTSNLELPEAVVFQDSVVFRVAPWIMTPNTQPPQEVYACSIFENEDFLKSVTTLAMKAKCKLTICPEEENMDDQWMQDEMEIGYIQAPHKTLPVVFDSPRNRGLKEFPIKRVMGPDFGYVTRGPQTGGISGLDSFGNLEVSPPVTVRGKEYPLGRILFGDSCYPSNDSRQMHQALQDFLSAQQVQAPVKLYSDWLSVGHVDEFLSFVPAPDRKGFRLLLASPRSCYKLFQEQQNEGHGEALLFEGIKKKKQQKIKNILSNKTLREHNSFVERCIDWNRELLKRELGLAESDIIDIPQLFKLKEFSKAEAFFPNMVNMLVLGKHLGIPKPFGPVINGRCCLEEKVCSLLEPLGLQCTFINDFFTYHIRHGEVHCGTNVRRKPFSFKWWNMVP
LYPLA1 counter: LYPLA1 (human) inhibition in PME1 counter-screen; AID 2174; inhibition, % at 5.9 µM; recombinant LYPLA1, FP-Rh probe fluorescence polarization; 320,000 compounds, 0.16% hits;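 active means inhibition above the mean of all tested compounds plus 3 SD, set per campaign, cut at about 14% in these data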;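 further: inhibitors block serine hydrolase probe labeling of LYPLA1 so polarization falls; 0% = enzyme with DMSO and 100% = wells lacking LYPLA1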
* marks the source's active call; other numbers are inactive results; . = no result given. These rows are one share of the data, so the mix of outcomes need not match the whole.

molecule	GSTO1 inh	LYPLA2 inh	PAFAH1B2 FP inh	LYPLA1 counter	PME-1 primary	PAFAH1B3 inh	PAFAH2 inh	PAD4 FP inh	pPAFAH FP inh
CN(CCC1CCOCC1)Cc1nc(Cc2ccccc2F)no1	-6	5	3	-3	3	6	1	2	4
CC(=O)Nc1cc(C(=O)N2CCCC2)ccc1Sc1ccc(Cl)cc1	2	-4	3	0	4	-2	8	-5	3
Cc1csc2nc(CNS(=O)(=O)c3ccc4c(c3)OCCO4)cn12	5	-1	1	6	2	-1	-2	-1	2
CC(C)c1ccc(NC(=O)CCNS(=O)(=O)c2cccc3nonc23)cc1	1	2	14	-3	2	7	2	-1	9
COCCn1c(=O)[nH]c2cc(C(=O)NCc3cccnc3)ccc2c1=O	-1	-6	-1	-5	1	4	-17	-4	1
Cc1ccc(CNC(=O)CN(C(=O)C2(C)CC(=O)N=C3C=CC=CN32)c2cccc(C)c2C)cc1 (stereo not given)	-6	-3	3	-1	-4	-1	8	-1	1
CCOC(=O)C1CCN(c2c(NCCN3CCCCC3C)c(=O)c2=O)CC1 (stereo not given)	-1	-2	-2	1	5	1	-1	2	6
Cc1cc(NC(=O)c2c(F)cccc2Cl)no1	4	-1	6	4	1	9	3	-4	5
COc1ccc(NC(=O)CN(C)CC(=O)Nc2cccc(S(=O)(=O)N(C)c3ccccc3)c2)cc1	0	4	-1	-1	-1	-7	9	1	7
Nn1c(SCc2cccc(Br)c2)nnc1-c1cccnc1	-4	-3	-1	-1	3	4	7	-1	-2
CCOc1ncccc1C(=O)OCC(=O)Nc1ccc(C(N)=O)cc1	9	5	2	0	7	4	4	0	1
COc1ccc(C(CNC(=O)COc2cccc(C(F)(F)F)c2)N2CCCC2)cc1 (stereo not given)	.	1	1	1	2	5	-3	6	0
Cc1ccc(S(=O)(=O)N2CCN(C(=O)COC(=O)C3CC3C)CC2)c(C)c1 (stereo not given)	.	3	-2	4	4	8	11	-2	6
Cc1cc(C)n2nc(SCc3ncc(-c4ccccc4)o3)nc2n1	-1	4	4	1	1	1	-2	-3	4
CCC(Sc1nc2ccc(N)cc2s1)C(=O)Nc1nccs1 (stereo not given)	1	1	5	-4	-5	8	9	-3	5
CCOc1c(C)cnc2c1c(=O)n(Cc1ccccc1Cl)c(=O)n2C	-4	-4	1	-3	-7	5	3	1	-2
CC1=C(C(=O)OCc2ccccc2)C(c2cccc(Cl)c2Cl)NC(=O)N1CCCCCC(=O)O (stereo not given)	5	3	0	0	-3	-2	4	1	9
Cc1ccc(C)c(/C(O)=C2/C(=O)C(=O)N(CCN3CCOCC3)C2c2ccco2)c1 (stereo not given)	0	0	1	-2	3	4	-3	0	8
COc1ccc(/C=C2\CCCC3C2=NN(C(=O)c2scnc2C)C3c2ccc(OC)c(OC)c2)cc1OC (stereo not given)	0	6	0	-2	-1	-2	5	-1	0
CC(=O)OCC(=O)[C@@]1(O)CC[C@H]2[C@@H]3CCC4=CC(=O)C=C[C@]4(C)[C@H]3[C@@H](O)C[C@@]21C	6	-5	0	-2	-1	7	12	-3	-4
CC(C)(C)c1ccc(OCC(=O)N/N=C/C2CC=CCC2)cc1 (stereo not given)	-5	0	6	-1	-4	4	13	-4	0
Cc1c(C(=O)N2CCc3ccccc3C2)oc2ccccc12	-3	1	5	0	5	4	6	-3	6
COC(=O)[C@]1(C)CCC[C@@]2(C)C3CC[C@]4(OC(C)=O)C[C@@]3(CCC21)CC4=O (stereo not given in full)	.	-5	-1	1	-2	7	0	2	-4
CN(C)CCNC(=O)c1cc2c(s1)-c1ccccc1OC2	2	-2	3	-2	-4	-6	3	1	1
CN(C(=O)c1ccc2c(c1)S(=O)(=O)N=C1CCCCCN12)c1ccccc1	2	-1	7	2	2	4	4	0	-2
O=C(CCn1c(=O)oc2ccccc21)Nc1cccc([N+](=O)[O-])c1	-3	9	-3	0	5	7	23	4	6
CCOc1ccccc1NC(=O)CCn1nc(C)c(S(=O)(=O)N2CCCCC2)c1C	1	-4	3	1	2	1	12	0	2
O=C(O)c1cccc(Nc2ncnc3sccc23)c1	-8	-2	.	-3	1	.	.	0	4
CCOC(=O)C(Oc1ccc(=O)n(-c2ccccc2)n1)C(C)=O (stereo not given)	-2	6	3	3	3	0	-1	0	-1
CC(NC(=O)C1CCN(C(=O)[C@@H]2Cc3ccccc3CN2C(=O)OC(C)(C)C)CC1)c1ccccc1 (stereo not given in full)	2	2	0	3	5	7	1	-1	6

Next part.
molecule	GSTO1 inh	LYPLA2 inh	PAFAH1B2 FP inh	LYPLA1 counter	PME-1 primary	PAFAH1B3 inh	PAFAH2 inh	PAD4 FP inh	pPAFAH FP inh
O=C(CSc1nc2ccccc2c(=O)n1-c1ccccc1)NCc1ccco1	2	7	1	3	1	9	4	2	4
C=CCNC(=O)c1ccc2c(=O)n(Cc3ccccc3OC)c(=S)[nH]c2c1	4	-4	0	-5	-3	7	-1	3	1
CC(C)CO/C(=N/S(=O)(=O)c1ccccc1)c1ccccc1	8	-5	5	-4	-6	-2	2	1	-3
CCCc1ccc2oc(C(=O)N3CCC(COC)C3)c(C)c2c1 (stereo not given)	-5	3	5	2	5	-2	10	7	27*
CN(C)C(=O)COC(=O)c1ccccc1Sc1ccccc1C#N	-9	10	3	6	5	3	-3	-3	2
O=C(O)c1cccc(-c2ccc(/C=N/Nc3ccc([N+](=O)[O-])cc3)o2)c1	15	31*	1	10	33*	2	5	-3	42*
CN(CCO)CC(O)Cn1cnc2c1c(=O)n(C)c(=O)n2C (stereo not given) (tested in a mixture with another compound)	-2	4	2	0	3	8	3	-3	3
O=C(NCC1CCCO1)C(c1cccs1)N(C(=O)c1ccc(CN2CCOCC2)o1)c1ccc(Cl)cc1 (stereo not given)	5	9	3	-1	2	0	0	0	8
Fc1ccc(-c2nc(-c3cnccn3)no2)c(Cl)c1	7	2	3	2	4	-4	-1	-1	2
COC(=O)CNC(=O)C1CCN(C(=O)OCc2ccccc2)CC1	3	1	-1	0	0	5	3	-3	2
CON(C)C(=O)/C=C/CCCCNC(=O)OC(C)(C)C	.	.	1	.	.	2	-4	-1	2
COc1ccc(NC(=O)CSc2cn[nH]n2)cc1OC	3	6	3	3	8	0	0	2	1
Cc1c(Cl)cccc1NC(=O)CC1SC(=NCC2CCCO2)NC1=O (stereo not given)	7	-3	-1	4	-3	0	2	-4	-2
Cc1[nH]n(-c2ccc([N+](=O)[O-])cc2)c(=O)c1C=NCCc1c(C)[nH]c2ccccc12	-3	-2	0	-6	10	4	-10	-12	14
O=C(NCc1nc2ccccc2[nH]1)c1cccs1	4	4	5	3	1	1	6	-2	5
Cc1ccc(NC(=O)COC(=O)Cc2c[nH]c3ccccc23)cc1C	.	-2	7	-3	6	7	14	-6	13
O=C(/C=C/c1cc([N+](=O)[O-])ccc1OC(F)F)Nc1cccc2ccccc12	3	-4	0	-4	1	3	-4	-3	3
CCCN(CC(=O)Nc1cc(Cl)ccc1Cl)C(=O)CN1C(=O)C2CCCCC2C1=O (stereo not given)	3	5	1	0	1	5	0	4	3
O=C(NCc1ccccc1)C(c1ccccc1)N(C(=O)c1csnn1)C1CCCC1 (stereo not given)	1	1	5	-2	-3	14	1	2	4
O=C(O)c1ccccc1/C=N/Nc1ccc(S(=O)(=O)N2CCOCC2)cc1[N+](=O)[O-]	1	5	9	5	7	6	-1	-1	3
CNc1n[nH]c(=S)s1	-1	3	7	0	5	4	-1	-2	1
C/C(=N\O)c1ccc2c3ccccc3n(C)c2c1	8	1	3	-4	7	6	0	-1	-1
Cc1cc(OCCCCn2ccnc2)cc(C)c1Cl	-6	1	1	3	5	5	-1	-6	9
Cc1onc(-c2ccccc2)c1C(=O)NC(=S)NNC(=O)c1cc(-c2ccc(F)cc2)n[nH]1	-17	-8	3	-3	4	9	2	2	13
CC1CC(=O)Nc2ccccc2N1C(=O)CSc1nnnn1C (stereo not given)	.	.	6	.	.	2	-1	2	-5
COc1cccc(CNC(=O)CCC2CCCN(C(=O)c3ccc(OC)c(F)c3)C2)c1 (stereo not given)	10	-3	2	-3	1	5	1	-3	14
CCc1ccc(S(=O)(=O)/N=C2\C=C(Nc3ccc(O)cc3)C(=O)c3ccccc32)cc1	87*	4	31*	-12	40*	66*	37*	52*	35*
NCCNc1ccc([N+](=O)[O-])c(Sc2nc3ccccc3[nH]2)c1	-2	2	-2	-4	-3	-2	2	5	2
Cc1ccc(S(=O)(=O)N2CCCC2)cc1C(=O)NCC(C)(C)N1CCOCC1	.	1	1	-3	-2	-1	1	-4	-6
CCCCOc1ccc(Cl)cc1CSc1nncn1N	2	3	-4	-1	-2	-1	-3	-1	10

The listing continues:
molecule	GSTO1 inh	LYPLA2 inh	PAFAH1B2 FP inh	LYPLA1 counter	PME-1 primary	PAFAH1B3 inh	PAFAH2 inh	PAD4 FP inh	pPAFAH FP inh
Cc1ccc2c(c1)/C(=N/OC(=O)c1ccc(F)cc1)CCS2	-4	5	19	3	5	15	2	-4	4
O=[N+]([O-])c1cccc2ncccc12	6	3	1	2	-1	9	2	-10	-2
COc1ccc(CNCCC(c2ccccc2)C2CCOC(C)(C)C2)cc1 (stereo not given)	1	-5	0	-1	-4	2	6	-4	2
CCN1C(=O)[C@H]2[C@@H](c3ccc(C)cc3)N3C(=O)N(c4cccc(F)c4)C(=O)[C@@]3(C)[C@H]2C1=O	5	-9	2	-2	-3	5	8	2	-5
CCCCCCn1c(CN2CCCCC2C)nc2c1c(=O)n(C)c(=O)n2C (stereo not given)	1	0	2	2	-3	9	4	-4	-5
CCc1ccc(Nc2n[n+](C)c(-c3ccncc3)s2)cc1	1	-2	-1	-1	1	11	9	3	-5
Cc1ccc2[nH]c3c(c2c1)CCNC3=O	-5	3	1	0	2	5	12	-6	6
CCc1ccc(NC(=S)Nc2cccc(OC)c2)cc1	-3	-8	3	-3	2	7	-9	-1	1
CCOC(=O)Cc1csc(NC(=O)/C=C/c2ccc(OC)cc2)n1	0	-2	6	-1	-14	5	3	-7	2
CCOc1ccccc1NC(=O)COC(=O)C1CC1	2	0	1	3	-5	2	0	-3	-4
CCCOc1ccc(N2C(=O)CC(N(CCCO)C(=O)CC)C2=O)cc1 (stereo not given)	-2	2	1	-3	0	-2	-3	4	-2
O=C(c1ccncc1)N1CCN(S(=O)(=O)c2cccc(F)c2)CC1	8	2	5	-2	4	7	1	1	7
COc1ccc(/C=C/C(=O)NC(=S)Nc2ccccc2C(=O)NC2CCCCC2)cc1	7	-2	-1	2	-7	-6	-8	0	-2
CCCCOc1ccc(C(=O)NCC(=O)NCC(c2ccc(F)cc2)N2CCOCC2)cc1 (stereo not given)	2	8	2	3	2	9	3	-3	0

Random excerpt: two records from the list.
molecule	GSTO1 inh	LYPLA2 inh	PAFAH1B2 FP inh	LYPLA1 counter	PME-1 primary	PAFAH1B3 inh	PAFAH2 inh	PAD4 FP inh	pPAFAH FP inh
CCCOc1ccc(N2C(=O)CC(N(CCCO)C(=O)CC)C2=O)cc1 (stereo not given)	-2	2	1	-3	0	-2	-3	4	-2
O=C(c1ccncc1)N1CCN(S(=O)(=O)c2cccc(F)c2)CC1	8	2	5	-2	4	7	1	1	7
